# Screening data from PubChem.
# FLuc modulator: inhibits or activates purified firefly luciferase, miR-21 counter-screen; P08659; purified FLuc, Km substrates, luminescence inhibition; 360,000 compounds, 6.9% hits; AID 588342; Potency, µM (series often up to 57.5 µM), without a hit: at the top dose activity change, negative = inhibition, usual class: inhibitors; active means well fitted inhibition curve with a large enough effect; inconclusive means small, poorly fitted or top-dose-only effect;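 further: plate controls were vehicle for no effect and reference inhibitor for full effect; nearly all actives have a fitted effect of over 55% in size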
# Target sequence (P08659 whole entry, looked up): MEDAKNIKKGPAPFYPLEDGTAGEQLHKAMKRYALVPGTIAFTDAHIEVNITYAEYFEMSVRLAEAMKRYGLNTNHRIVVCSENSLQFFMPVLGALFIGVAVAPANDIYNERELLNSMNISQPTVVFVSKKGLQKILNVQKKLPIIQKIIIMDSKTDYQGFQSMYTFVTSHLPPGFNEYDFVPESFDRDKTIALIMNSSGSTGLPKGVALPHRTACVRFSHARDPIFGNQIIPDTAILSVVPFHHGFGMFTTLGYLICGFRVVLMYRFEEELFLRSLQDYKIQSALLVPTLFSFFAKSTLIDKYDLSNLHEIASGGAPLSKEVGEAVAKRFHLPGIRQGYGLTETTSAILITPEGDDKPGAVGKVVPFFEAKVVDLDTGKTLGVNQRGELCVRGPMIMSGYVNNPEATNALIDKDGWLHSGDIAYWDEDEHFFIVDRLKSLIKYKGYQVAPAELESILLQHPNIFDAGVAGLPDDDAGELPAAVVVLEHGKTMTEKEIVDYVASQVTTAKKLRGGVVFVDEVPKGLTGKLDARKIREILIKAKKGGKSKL
#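 Purified P. pyralis luciferase, 10 nM final, with Km-level 10 uM D-luciferin and 10 uM ATP in 50 mM Tris acetate pH 7.5, 10 mM Mg acetate, 0.01% Tween-20, 0.05% BSA; 6-point qHTS titration about 60 µM downward; luminescence read.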
# * hit, by the source's call; ? = inconclusive. Potency means the concentration at half of the fitted maximal effect. This is a subset. The share of hits here may be higher or lower than overall.
SMILES,FLuc modulator
Cc1oc(-c2ccc(Cl)cc2)nc1CSc1nnc(C)n2c1cc1sccc12,4%
CCOc1ccc(C(=O)NCCc2sc(-c3ccc(OC)c(OC)c3)nc2C)cc1,?
COCCCn1c(=O)c2sccc2n2c(CCCC(=O)NC3CCC(C)CC3)nnc12 (configuration not stated),-1%
CCS(=O)(=O)c1ccccc1C(=O)Nc1ccc(-c2nc3ccccc3s2)cc1,9.5µM*
CN(C(=O)CSc1nc2ccc(NC(=O)c3cccs3)cc2s1)c1ccccc1,-16%
CCCOc1ccc(C2c3c(oc4ccccc4c3=O)C(=O)N2c2nnc(C(C)C)s2)cc1 (configuration not stated),-13%
CCOc1ccccc1NC(=O)N1CC(C)Oc2ccc(Cl)cc21 (configuration not stated),0%
Cc1cccc(C)c1OCC(=O)NCC1(N(C)C)CCCCC1,-4%
Cc1ccc(-n2ncc3c(NCCCn4ccnc4)ncnc32)cc1,12µM*
CCOc1ccc(CNC(=O)c2ccc3c(c2)c(C)c(C)n3Cc2ccc(Cl)cc2)cc1,-7%
COc1cc(NC(=O)CC2C(=O)N(c3cccc(C)c3)C(=O)N2Cc2cccs2)cc(OC)c1 (configuration not stated),-9%
CC1CCc2c(sc(NC(=O)c3cc(-c4ccc(F)cc4)on3)c2C(N)=O)C1 (configuration not stated),-1%
COc1cccc(-n2c(SCC(N)=O)nc3c(oc4ccccc43)c2=O)c1,-9%
CSc1ccc(-c2nc3ncccn3c2Nc2ccc(C)c(C)c2)cc1,-11%
COc1ccc2c(c1)NC(c1ccc(Cl)cc1)=NC(c1cccs1)=N2,?
COc1cccc(-n2ccnc2SCC(=O)Nc2ccc(Cl)c(Cl)c2)c1,-16%
COc1cccc(NC(=O)Cn2c(=O)n(-c3ccccc3)c(=O)c3c2c2cc(OC)ccc2n3C)c1,-3%
CCc1ccc2oc(C(=O)Nc3ccccc3C(=O)OC)cc(=O)c2c1,-2%
Cc1ccccc1OCCSc1nnc(-c2cccs2)o1,?
Cc1cc(C)cc(OCC(=O)NCC(c2ccc(Cl)cc2)N2CCCCC2)c1 (configuration not stated),2%
CC(C)CCNC(=O)CCCN1C(=O)c2ccccc2Sc2ncccc21,2%
CCOC(=O)Cc1c(C)nc2c(-c3ccc(OC)c(OC)c3)c(C)nn2c1C,0%
CN1C(=O)C2(c3ccccc31)N(c1ccc(F)c(Cl)c1)C(=O)CS2(=O)=O (configuration not stated),6%
Cc1ccc(S(=O)(=O)C(CNC(=O)c2c(F)cccc2F)c2ccco2)cc1 (configuration not stated),0%
O=C(CCSCc1ccccc1F)N1CCN(c2ccc(F)cc2)CC1,1%
O=C(COc1ccc(Cl)cc1)Nc1ccccc1OCc1cc(=O)n2ccccc2n1,-17%
Cc1cc(SCC(=O)NCc2ccccc2)nc(=O)[nH]1,-2%
CCCC(=O)N(c1ccc2oc(C)c(C(C)=O)c2c1)S(=O)(=O)c1ccc(C)cc1,-6%
Cc1ccc(C)c(N2CCN(CCCNC(=O)c3ccc4nc(C(C)C)oc4c3)CC2)c1,-3%
CCc1ccc(NC(=O)Cn2c(=O)n(Cc3ccccc3)c(=O)c3oc4ccccc4c32)cc1,-4%
COc1cc(C2CC(=O)c3c([nH]c(C(=O)OC4CCCC4)c3C)C2)cc(OC)c1OC (configuration not stated),-15%
Cc1ccccc1CNC(=O)Nc1ccc2c(c1)N(C)C(=O)c1ccccc1S2,-1%
Cc1nnc2c(N3CCN(c4ccc(F)cc4)CC3)nc3ccc(C(=O)c4ccccc4)cc3n12,0%
CCCN(C(=O)c1coc(=O)c2ccccc12)c1ccccc1C,-1%
CC(=O)Nc1nonc1-c1nnc(SCC(=O)Nc2ccc(C)cc2)n1-c1ccccc1,4%
COc1ccc(C2=NN(CC(=O)NCCc3ccc(OC)c(OC)c3)C(=O)CC2)cc1,-1%
Cc1ccc(NC(=O)NCc2ccc3c(c2)CCN3C(=O)c2ccccc2)c(Cl)c1,-13%
COC(=O)c1ccccc1NC(=O)Cn1c(=O)n(-c2ccc(Cl)cc2)c(=O)c2c(C)c(C)sc21,1%
Cc1nc(-c2ccc(C)c(N3CCN(C(=O)Nc4cccc(Cl)c4C)CC3)c2)no1,2%
CCOC(=O)c1c(C)oc2ncnc(Nc3ccc(OC)c(OC)c3)c12,-2%
CCc1cccc(NC(=O)c2cc3c(=O)oc4ccc(C)cc4c3s2)c1,-3%
COc1ccc(N(C(=O)c2cccc(C)c2)S(=O)(=O)c2ccc3c(c2)n(C)c(=O)n3C)cc1,-2%
Cc1ccccc1NC(=O)CSc1nc2c(oc3ccccc32)c(=O)n1Cc1ccco1,-7%
CCOC(=O)CSc1nc2ccc(NC(=O)c3ccc(Cl)cc3)cc2s1,?
O=C(CSCc1ccccc1Cl)N1CCN(c2ccc(F)cc2)CC1,-1%
CC(C)CCOc1ccc(C(=O)NCC2OCCc3ccccc32)cc1 (configuration not stated),-8%
CCOc1ccccc1NC(=O)Nc1nnc(N2CCCC(C)C2)s1 (configuration not stated),-13%
O=C(Nc1cc(F)ccc1F)C1CCN(C(=O)c2cnn(-c3ccccc3)c2-n2cccc2)CC1,-1%
Cc1cccc(-n2cc(-c3ccccc3)c3c(NC(C)C)ncnc32)c1,-4%
Cc1cccc(Oc2nc3c(c(=O)n(C)c(=O)n3C)n2C)c1C,3%

# 13 compounds out of the list, arranged by length of the SMILES, ascending:
SMILES,FLuc modulator
CCCN(C(=O)c1coc(=O)c2ccccc12)c1ccccc1C,-1%
CC(C)CCOc1ccc(C(=O)NCC2OCCc3ccccc32)cc1 (configuration not stated),-8%
Cc1cccc(Oc2nc3c(c(=O)n(C)c(=O)n3C)n2C)c1C,3%
CCOC(=O)CSc1nc2ccc(NC(=O)c3ccc(Cl)cc3)cc2s1,?
Cc1cccc(-n2cc(-c3ccccc3)c3c(NC(C)C)ncnc32)c1,-4%
Cc1ccccc1NC(=O)CSc1nc2c(oc3ccccc32)c(=O)n1Cc1ccco1,-7%
Cc1ccc(NC(=O)NCc2ccc3c(c2)CCN3C(=O)c2ccccc2)c(Cl)c1,-13%
CC(=O)Nc1nonc1-c1nnc(SCC(=O)Nc2ccc(C)cc2)n1-c1ccccc1,4%
Cc1nc(-c2ccc(C)c(N3CCN(C(=O)Nc4cccc(Cl)c4C)CC3)c2)no1,2%
Cc1nnc2c(N3CCN(c4ccc(F)cc4)CC3)nc3ccc(C(=O)c4ccccc4)cc3n12,0%
O=C(Nc1cc(F)ccc1F)C1CCN(C(=O)c2cnn(-c3ccccc3)c2-n2cccc2)CC1,-1%
COc1ccc(N(C(=O)c2cccc(C)c2)S(=O)(=O)c2ccc3c(c2)n(C)c(=O)n3C)cc1,-2%
COC(=O)c1ccccc1NC(=O)Cn1c(=O)n(-c2ccc(Cl)cc2)c(=O)c2c(C)c(C)sc21,1%

# Further structures:
SMILES,FLuc modulator
O=C(COCc1cc(-c2cccs2)on1)N1CCN(c2ccccc2)CC1,-12%
Cc1ccc(-c2nc3c(C)cccn3c2Nc2ccccc2C)s1,?
Cc1ccc(NC(=O)C(=O)NCCc2sc(-c3ccc(Cl)cc3)nc2C)cc1C,-7%
Cc1ccc(Cl)cc1Nc1nn2c(=O)c3ccc(C(=O)NC(C)c4ccccc4)cc3nc2s1 (configuration not stated),-4%
Cc1ccc(Cl)cc1N(C)C(=O)Cn1nc(Cc2cccnc2)c2ccccc2c1=O,-1%
Cc1nc(-c2cccc(F)c2)sc1CCNC(=O)Cc1ccc(F)cc1,-16%
Cc1ccc2nc(N3CCN(c4ccc(F)cc4)CC3)c3nnnn3c2c1,-6%
Cc1nnc(SCc2cc(=O)c3ccccc3[nH]2)s1,-8%
Cc1ccc(C)c(N2CCN(C(=O)NCc3noc4ccc(C)cc34)CC2)c1,-11%
Cc1ccc(C(C)C)c(OCC(=O)Nc2c(C(=O)c3ccc(F)cc3)oc3ccccc23)c1,0%
CCCOc1ccc(-c2nonc2NC(=O)c2ccco2)cc1OCCC,-4%
CC(=O)Nc1ccc(S(=O)(=O)NCc2ccc3c(c2)CCN3C(C)=O)cc1,3%
Cc1ccc(Nc2cc(C(=O)NCCc3ccccc3)c3ccccc3n2)c(C)c1,?
O=C(NC1CCCC1)c1ccc2c(=O)n(Cc3ccccc3)c(SCc3ccc([N+](=O)[O-])cc3)nc2c1,-1%
COC(=O)c1c(NC(=O)CCCOc2cccc(C)c2)sc2c1CCC2,2%
O=c1[nH]c2ccc(NCc3ccc(-c4ccccc4)o3)cc2[nH]1,4%
COc1ccc(N2CCN(c3ccc(-c4nc(-c5ccccc5)no4)cc3[N+](=O)[O-])CC2)cc1,-12%
Cc1cc(C)cc(OCC(=O)N(Cc2ccc(C)o2)C2CCS(=O)(=O)C2)c1 (configuration not stated),-1%
Cc1cccc(N2CCN(C(=O)c3ccc(NC(=O)c4nsc5ccccc45)cc3)CC2C)c1 (configuration not stated),4.8µM*
Cc1ccc2nc(N(Cc3cccnc3)C(=O)c3cccs3)sc2c1,?
O=C(Cn1c(SCc2cccc(F)c2)nc2ccncc21)Nc1ccc(Cl)cc1F,4%
CCCCN(C)C(=O)CSc1nc2ccccc2nc1Cc1ccc(C)cc1,?
COc1ccc(C)cc1NC(=O)C(NS(=O)(=O)c1cccc2nsnc12)c1ccccc1 (configuration not stated),2%
CC(C)Oc1ccccc1-c1nc(SCC(=O)c2ccc(F)cc2)n[nH]1,-13%
Cc1ccc2c(c1)N(C(=O)N1CCC(C(=O)NCCc3ccccc3)CC1)CC(C)O2 (configuration not stated),-1%
COc1ccc(NS(=O)(=O)c2ccc3[nH]c4c(c3c2)CCCC4)cc1Cl,-2%
Cc1ccc(C(=O)Nc2ccc3nc(N4CCCCC4)cc(C)c3c2)cc1F,-1%
Cc1ccc(-c2cn3c(n2)sc2cc(C(=O)NCCCc4ccccc4)ccc23)cc1,-8%
Cc1ccccc1OCc1ccc(-c2nc(C#N)c(N3CCN(c4cccc(Cl)c4)CC3)o2)o1,-6%
Cc1ccc(CN(Cc2ccco2)C(=O)c2cccc(C)c2)cc1,-6%
COc1ccc(Cl)cc1NC(=O)Cn1cc2c(n1)CCC(C)C2 (configuration not stated),-2%
COc1ccc(-c2nc3nc(C)cc(C)n3c2Nc2c(C)cccc2C)cc1,5%
COC(=O)c1c(NC(=O)c2ccc(S(=O)(=O)N3CCCC(C)C3)cc2)sc2c1CCN(C(C)C)C2 (configuration not stated),-3%
Cc1ccc(CN2CCc3nc(N4CCN(c5ncccn5)CC4)ncc3C2)cc1,-5%
Cc1cccc(-c2nc(SCC(=O)N(C)c3ccccc3)c3c(=O)n(C)c(=O)n(C)c3n2)c1,-2%
Cc1cc(O)c(C(c2ccccc2)N2CCN(c3ccc(F)cc3)CC2)c(=O)n1Cc1ccco1 (configuration not stated),-15%
Cc1ccc(OC(=O)c2cc(-c3ccc4c(c3)OCCO4)on2)cc1C,?
CC1(C)CC(=O)c2cc(-c3nc(-c4ccc(Cl)cc4)cs3)c(=O)n(-c3ccc(F)cc3)c2C1,-6%
Cc1nc(N2CCCC2)ncc1C(=O)Nc1ccc(OC(F)(F)F)cc1,1%
CCS(=O)(=O)N1CC(=O)N(c2ccc(C)c(C)c2)C(C)(C(=O)NC2CCCCCC2)C1 (configuration not stated),-1%
COc1ccc(-c2noc(CN3CCN(c4cccc(Cl)c4)CC3)n2)cc1,3%
Cc1cccc(Nc2sc(C(=O)c3ccc(Cl)cc3)c(N)c2C(N)=O)c1,-9%
Cc1ccc(NC(=O)C(C)Sc2nc(=O)cc(N)n2-c2cccc(C)c2)cc1 (configuration not stated),-10%
COc1ccc(-c2[nH]c3c(c2-c2c(-n4cccc4)n(C)c(=O)[nH]c2=O)c(=O)[nH]c(=O)n3C)cc1F,-2%
COc1ccc(NC(=O)c2ccc3nc(CCc4ccccc4)oc3c2)cc1,3%
Cc1noc(/C=C/c2cccs2)c1S(=O)(=O)N1CCC(C(=O)Nc2ccc(F)c(Cl)c2)CC1,7%
O=C(Cn1c(=O)n(Cc2cccs2)c(=O)c2cccnc21)Nc1ccc(F)cc1,-12%
CC(C)(C)c1ccc(C(=O)Nc2c(C(=O)c3ccc(F)cc3)oc3ccccc23)cc1,-1%
COc1ccc(N2CCN(c3ncnc4onc(C)c34)CC2)cc1,-2%
CC(=O)c1cccc(NS(=O)(=O)c2c(C)nc3sc(C)cn3c2=O)c1,-3%

# For reference, two of the compounds above.
SMILES,FLuc modulator
COc1ccc(N2CCN(c3ncnc4onc(C)c34)CC2)cc1,-2%
CC(=O)c1cccc(NS(=O)(=O)c2c(C)nc3sc(C)cn3c2=O)c1,-3%

# Remaining list, next part:
SMILES,FLuc modulator
COc1ccccc1NC(=O)CSc1nc2c(oc3ccccc32)c(=O)n1-c1ccccc1F,0%
COc1ccc(F)cc1S(=O)(=O)NCCc1csc2nc(-c3cccc(C)c3)nn12,-2%
CCCOC(=O)c1c(NC(=O)C(C)Sc2nc(-c3ccccc3)cc(C(F)(F)F)n2)sc(C(=O)N(C)C)c1C (configuration not stated),-1%
Cc1ccc(C(=O)Nc2ccc(Cl)c(-c3nc4ncccc4o3)c2)c(C)c1,2.7µM*
Cc1ccc(NC(=O)Cn2nc(N3CCN(c4ccccc4)CC3)ccc2=O)cc1F,-5%
Cc1ccc(CNC(=O)c2ccc3c(c2)nc2n3CCCC2)cc1,?
O=C(CCn1c(=O)c2ccccc2n(Cc2cccc(Cl)c2)c1=O)NCCc1ccccc1,0%
CCOC(=O)c1[nH]c(C)c(C(=O)NCCc2ccccc2)c1C,-7%
COc1ccc2oc(=O)c(C(=O)Nc3ccc(C(=O)O)cc3)cc2c1,6.7µM*
CC(=O)c1ccc(NC(=O)c2ccc(-c3nc(COc4ccc(C)cc4)c(C)o3)cc2)cc1,-1%
